GLP1R cytotox: cytotoxic in the GLP-1 receptor inverse agonist counter-screen; HEK293 cAMP-luciferase reporter cells, luminescence, 24 h; actives 0.13% (n = 410,000); Potency, µM (series often up to 38.3 µM), without a hit: top-dose activity change, negative = inhibition, hits mostly inhibitors;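 further: loss of luciferase light is scored as toxicity; potency means the concentration at half of the fitted maximal effect; on the % scale 0 is the no-effect control and ±100 the full control effect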
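Compound-treated cells are incubated 24 hr at 37 deg C under 5% CO2 after a 12 hour attachment period, then luciferase detection reagent is added and luminescence is measured following 12 min at room temperature; lowered signal indicates toxicity.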
KB-3-1 tox: KB-3-1 parental cell cytotoxicity; actives 1.4% (n = 400,000); Potency, µM (series often up to 46.1 µM), without a hit: at the highest dose activity change, negative = cytotoxic, actives largely listed as cytotoxic; AID 1347075; KB-3-1 viability, CellTiter-Glo ATP luminescence, 72 h; further: potency means the concentration at half of the fitted maximal effect; on the % scale 0 is the no-effect control and ±100 the full control effect; nearly all actives have a fitted effect of over 60% in size
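Viability of parental KB-3-1 cells, measured by CellTiter-Glo luminescence, followed a 72 h incubation at 37 °C with pinned compounds in phenol-red-free DMEM containing 10% FBS.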
HT1080 IDH1KD tx: kills HT-1080 cells with IDH1 knockdown | Potency, µM (highest dose often 46.1 µM), for the others: at the top dose activity, negative = toxicity, hits mostly cytotoxic | HT-1080 IDH1 knockdown viability, ATP luminescence, 48 h | actives 2% (n = 360,000);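 further: potency means the concentration at half of the fitted maximal effect; 0% = DMSO wells and -100% = cell-free medium wells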
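CellTiter-Glo luminescence after 48 h compound exposure at 37 degrees C of IDH1-knockdown HT-1080 cells in 5% FBS RPMI. %Activity scaled between DMSO wells and cell-free media wells, with curves fitted and assigned curve classes.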
IL-1B inflam inh: blocks inflammasome-driven IL-1 beta release. activity change, % at 57.5 µM. THP-1 LPS/ATP IL-1B secretion, AlphaLISA, 16 h; stronger effect = lower value. actives 4.7% (n = 360,000); in the data active means activity change below about -50%; inconclusive means mostly about -30% to -49%; further: on the % scale 0 is the no-effect control and ±100 the full control effect
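Secreted IL-1B measured by AlphaLISA bead assay after 16 h compound exposure of THP-1 cells; compounds (final up to 57.5 uM) added 1 h before LPS (250 ng/mL) and ATP (1.25 mM) stimulation; lower signal means less secretion.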
MCF10A rereplic: inducers of DNA re-replication in MCF 10A breast cells | MCF 10A DNA re-replication, Hoechst nuclear intensity, 48 h | Potency, µM (titrated, usually from 46.1 µM), for inactives: at the top dose activity, positive = re-replication, hits mostly activators | actives 2.9% (n = 350,000); further: potency means the concentration at half of the fitted maximal effect; % of control where 0% means no effect; nearly all actives have a fitted effect of over 50% in size
KB-V1 cytotox: KB-V1 MDR subline cytotoxicity; KB-V1 MDR cells viability, CellTiter-Glo, 72 h; Potency, µM (highest dose often 46.1 µM), for inactives: top-dose activity change, negative = cytotoxicity, most hits filed as cytotoxic; actives 3.4% (n = 400,000); AID 1347076; further: potency means the concentration at half of the fitted maximal effect; on the % scale 0 is the no-effect control and ±100 the full control effect; nearly all actives have a fitted effect of over 60% in size
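Luminescent ATP read-out (CellTiter-Glo, 10 min) measures survival of drug-selected KB-V1 MDR cells after 72 h, 37 degrees C compound exposure. Medium: phenol-red-free DMEM, 10% FBS. Values from fitted concentration-response curves.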
SW480 rereplic: inducers of DNA re-replication in SW480 colon cancer cells; SW480 DNA re-replication, Hoechst DNA content imaging, 48 h; Potency, µM (titrated, usually from 46.1 µM), for the others: top-dose re-replication activation, usual class: activators; actives 1.8% (n = 340,000); AID 624297; further: potency means the concentration at half of the fitted maximal effect; % of control where 0% means no effect; nearly all actives have a fitted effect of over 55% in size
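250 cells/well; 23 nL cpd via pin tool; 48 hr, 37 C, 5% CO2; Hoechst 40 min; imager read of total nuclear intensity, ex 405/em 500-530 nm.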
DRD3 agonist: agonists of human D3 dopamine receptor | P35462 | D3R DiscoveRx beta-arrestin cells, luminescence, 90 min | max activation, % | actives 0.58% (n = 410,000) | AID 652048; in the data active means max activation above about 30%; further: 0% is about no effect; mostly tested at two doses, the higher about 12 µM
Target sequence (P35462 whole entry, looked up): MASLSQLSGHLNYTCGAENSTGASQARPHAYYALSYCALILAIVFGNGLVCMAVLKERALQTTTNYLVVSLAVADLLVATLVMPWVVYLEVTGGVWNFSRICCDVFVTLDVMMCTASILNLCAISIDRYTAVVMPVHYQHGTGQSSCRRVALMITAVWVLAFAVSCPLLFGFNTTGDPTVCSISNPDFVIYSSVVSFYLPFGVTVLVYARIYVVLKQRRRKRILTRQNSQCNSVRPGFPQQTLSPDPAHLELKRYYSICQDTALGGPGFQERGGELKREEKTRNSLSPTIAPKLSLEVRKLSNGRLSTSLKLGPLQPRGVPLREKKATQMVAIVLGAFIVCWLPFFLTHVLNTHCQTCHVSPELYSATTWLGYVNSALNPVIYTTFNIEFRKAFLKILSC
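Agonist mode: compounds and dopamine controls were applied to plated cells for 90 min at 37 degrees C after an overnight attachment at 1500 cells/well. Luminescent read-out followed 30 - 60 minutes at room temperature with DiscoveRx detection reagent.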
HT1080-NT tox: kills 2HG-producing HT-1080-NT fibrosarcoma cells. HT-1080-NT fibrosarcoma viability, CellTiter-Glo ATP luminescence, 48 h. Potency, µM (series often up to 46.1 µM), without a hit: top-dose activity, negative = less viability, hits mostly cytotoxic. actives 1.6% (n = 360,000). AID 686970;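 further: NT is the 2HG producing partner of a matched IDH1 knockdown line; potency means the concentration at half of the fitted maximal effect; 0% = DMSO-treated cells and -100% = media-only wells without cells; nearly all actives have a fitted effect of over 55% in size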
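Toxicity toward the 2HG-producing NT line was scored as %Activity, normalised to DMSO and no-cell wells, from CellTiter-Glo luminescence after 48 hours' treatment.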
* = called active by the depositor; ? = inconclusive; · = no result given; & = joins results of further samples; [ ] = dose if it differs, or a comment. Unless noted, the call rests on the fitted dose curve; in most records, active means well fitted curve in the direction sought with a large enough effect; inconclusive means small, poorly fitted or top-dose-only effect, or another doubt; inactive means no such curve, though single readings can be large; an effect the other way counts as inactive or inconclusive.

canonical_smiles	HT1080-NT tox	HT1080 IDH1KD tx	SW480 rereplic	GLP1R cytotox	DRD3 agonist	MCF10A rereplic	IL-1B inflam inh	KB-3-1 tox	KB-V1 cytotox
COc1ccc(C(=O)N2CCOC2CNC(=O)C(=O)NCc2ccc(Cl)cc2)cc1 (stereo not drawn)	-6%	-10%	-6%	-1%	3	2%	17	-3%	23µM*
COc1ccc2[nH]c(C(=O)NCCCN3CCCC3=O)c(C)c2c1	7%	4%	5%	0%	-4	22%	13	0%	2%
CNC[C@@H](C)NC[C@@H](Cc1ccccc1)NCCc1ccccc1	?	-22%	0.37µM*	?	-3	-35%[inhibitor]	?	?	4%
N#CC(Sc1ccccn1)c1ccc(Cl)cc1 (stereo not drawn)	-2%	?	-4%	32%[activator]	5	3%	-100*	-31%	-10%
COc1cccc(C2C(C(=O)Nc3ccc(C)cc3C)=C(C)Nc3nc4ccccc4n32)c1OC (stereo not drawn)	·	·	·	-1%	3	·	·	0%	13%
O=c1oc2ccc(Cl)cc2cc1-c1nnc(Nc2cccc(C(F)(F)F)c2)s1	-3%	8%	3%	5%	-4	?	-7	6%	3%
COc1cc(NC(=O)CN2c3cccc4cccc(c34)S2(=O)=O)cc(OC)c1OC	-11%	?	0%	1%	9	2%	-13	-3%	-29%
O=C1CC(NS(=O)(=O)c2cccnc2)CN1c1ccc(F)cc1 (stereo not drawn)	-4%	2%	0%	0%	-12	0%	15	-3%	14%
O=S(=O)(Cc1ccccc1)NCC1CCCN(Cc2cccc3nonc23)C1 (stereo not drawn)	-5%	-11%	-1%	7%	-35	2%	-4	10%	?
COCCN(C(=O)c1cc(OC)c(OC)c(OC)c1)c1c(N)n(Cc2ccccc2)c(=O)[nH]c1=O	5%	3%	4%	9%	2	-50%[inhibitor]	-2	14%	3%
NC(=O)c1ccccc1NS(=O)(=O)Cc1ccccc1	13%	11%	-3%	5%	-3	14%	11	-1%	?
COc1ccc(CC(=O)Nc2ccc(NC(=O)c3ccc(Br)cc3)cc2)cc1OC	2%	5%	1%	4%	1	5%	9	11%	-2%
Cc1ccc(C(=O)Nc2c(C(=O)NC(C)(C)C)oc3ccccc23)cc1	·	·	·	-12%	-8	·	·	2%	?
O=C1C2C3C=CC(C3)C2C(=O)N1CC1CCCO1 (stereo not drawn)	-2%	4%	1%	-11%	9	6%	-19	3%	17%
CCC(CC)C(=O)N(C)c1c(C)nc2c(OCc3ccccc3C(=O)OC)cccn12	-14%	-8%	·	5%	-4	·	21	-21%	11%
CCCCN(C)CC(O)Cn1cc(/C=C/C(=O)c2ccc(C)cc2)c2ccccc21 (stereo not drawn)	?	?	?	18%&12%	1&-20	?	?	-9%	3%
COc1ccc(N(CC(O)CN2CCOCC2)S(=O)(=O)c2ccc(C)cc2)cc1 (stereo not drawn)	5%	?	-4%	-12%	-3	-18%	2	7%	-3%
O=C(O)COc1ccc(/C=N/NC(=O)c2ccccc2Br)cc1	4%	4%	-16%	9%	-17	-22%	15	?	3%
COc1cccc(C(=O)Nc2cccc(C(=O)N3CCOCC3)c2)c1	-3%	-3%	-5%	1%	-6	-1%	6	-3%	-8%
CCOC(=O)c1c(C)[nH]c(C)c1S(=O)(=O)N1CCC(C(=O)NCc2cccc(OC)c2)CC1	·	·	·	4%	-2	·	·	2%	-18%
O=C(Nc1cccc([N+](=O)[O-])c1)NC1CCS(=O)(=O)C1 (stereo not drawn)	18%	20%	1%	0%	-7	-31%[inhibitor]	-5	5%	?
Cc1ccc(N2CCN(C(=O)NC3CCCCC3)CC2C)cc1 (stereo not drawn)	8%	4%	-30%	20%	0	?	0	1%	-1%
CCN(CC1CCCN(CCc2cccc(F)c2)C1)C(=O)c1cc(C)oc1C (stereo not drawn)	-2%	-1%	2%	-19%	-13	16%	?	-10%	-5%
Cc1cccc(C(=O)NC2(C(F)(F)F)N=C(c3ccccc3)N(C3CCCCC3)C2=O)c1 (stereo not drawn)	·	·	·	2%	-4	·	·	0%	0%
C[C@H](CO)N1C[C@H](C)[C@@H](CN(C)Cc2ccc(Cl)c(Cl)c2)Oc2c(NC(=O)C3CCOCC3)cccc2C1=O	-29%	-14%	?	-19%	-62	-13%	-14	0%	0%
CC1CCCN(S(=O)(=O)c2cccc(-c3cn4cccnc4n3)c2)C1 (stereo not drawn)	11%	20%	-10%	10%	1	5%	8	?	?
O=C(c1ccc(Cl)cc1)N1CCC(C(=O)N2CCCc3ccccc32)CC1	5%	3%	1%	-22%	4	-6%	-8	·	·
O=[N+]([O-])c1ccc2cccnc2c1	5%	3%	·	-2%	4	·	17	0%	-4%
COc1cccc(CNC(=O)c2ccccc2N)c1	2%	13%	-3%	-5%	3	-17%	10	3%	0%
Cc1ccc(/C=C/C(=O)O)cc1S(=O)(=O)NC1CCS(=O)(=O)C1 (stereo not drawn)	13%	14%	-2%	-1%	2	-18%	1	0%	-14%
Cc1ccc(N/C=C2\C(=O)N(c3ccc(F)cc3F)C(c3cccnc3)S2(=O)=O)cc1 (stereo not drawn)	-6%	4%	?	0%	-15	0%	·	-3%	-26%
Cc1nc(Sc2cccn2C)c(C(F)(F)F)c(=O)[nH]1	-2%	-13%	1%	-2%	-3	0%	-7	-14%	-22%
COc1ccc(/C=C2\C(=O)NC(=S)N2C(=O)c2ccc(C)cc2)cc1	2%	-4%	?	0%	-4	28%	12	13%	4%
CCOc1cc(Br)cc(C2NC(=O)c3c(sc4c3CCN(C)C4)N2)c1O (stereo not drawn)	·	·	·	30%	-24	·	·	0%	?
Cc1ccccc1NC(=O)Cn1c(=O)n(-c2ccc(CC(=O)NCC3CCCO3)cc2)c(=O)c2ccccc21 (stereo not drawn)	1%	6%	-15%	1%&2%	7&-5	-1%	16	1%&26%	29%&30%
COc1ccc(C(C#N)=Cc2ccccc2OC)cc1	?	?	·	-14%	-8	·	26	16µM*	8.2µM*
O=C(N/N=C/c1ccc[nH]1)c1c[nH]c2ccccc12	-5%	-12%	7.3µM*	-22%	-17	11%	27	19%	-8%
COc1ccc(C(C)C)cc1S(=O)(=O)N1CCC(C(=O)NCc2cccnc2)CC1	-10%	-5%	-4%	-2%	-6	3%	46	-1%	-7%
C=C[C@]1(C)C=C2CCC3[C@](C)(CCC[C@@]3(C)C(=O)O)C2CC1 (stereo partly drawn)	-2%	-11%	-15%	-17%	-20	?	3	0%	-16%
COc1ccc2[nH]c(C)c(C(=O)CN3CC(C)OC(C)C3)c2c1 (stereo not drawn)	6%	8%	-7%	-4%	-1	7%	12	14%	1%
CCOc1cc(NC(=S)NCCCN2CCOCC2)c(OCC)cc1NC(=O)c1ccc(OC)cc1	0%	8%	4%	-2%	-15	0%	-1	-2%	-21%
CN(C)C(=O)c1cc(Br)ccc1Cl	-6%	3%	-1%	0%	-6	-1%	-3	-3%	-4%
Cc1ccc(C)c(Nc2nc3ccc(C)cc3n3cnnc23)c1	2%	10%	7%	-2%	4	-6%	61	17%	4%
Cn1c(N)c(Br)c(-c2ccc(F)cc2)c(C#N)c1=O	-1%	-15%	-13%	4%	9	-3%	26	-1%	-7%
COCCN(Cc1cccs1)S(=O)(=O)c1csc(C(N)=O)c1	5%	3%	-33%[inhibitor]	3%	8	-1%	4	2%	14%
COc1ccc(C(=O)C2CCCN(Cc3ccc(C#CCCO)cc3)C2)cc1F (stereo not drawn)	-15%	-21%	-1%	1%[7.66 µM]	-14	2%	-53*	-10%	-10%
C/C(=C(\C#N)C(=O)NCCCN1CCOCC1)N(C)C	17%	21%	-2%	-4%	3	-2%	0	2%	13%
NCCC(=O)NCCc1cnc[nH]1	-24%	1%	?	3%	-53	?	20	0%	11%
O=C(O)C1CC1C(=O)Nc1nc2c(Cl)cccc2s1 (stereo not drawn)	-2%	5%	-40%[inhibitor]	5%	-11	-3%	23	3%	19%
COc1ccccc1C(=O)NC(=O)COC(=O)c1cnc(C)cn1	-7%	-2%	-2%	3%	0	-1%	9	6%	?
O=C(COc1ncnc2cc(Cl)ccc12)c1ccccc1	1%	11%	-13%	4%	4	-4%	-4	1%	2%
Nc1ncnc2c1ncn2[C@@H]1O[C@H](CNCc2cn(CC(=O)NC3CC3)c3ccccc23)[C@@H](O)[C@H]1O	-4%	-1%	9%[9.22 µM]	8%	-5	3%	-5	-4%	-3%
CCOC(=O)c1[nH]c2c(c1-c1ccccc1)C(=O)CC(c1ccc(OCC)cc1)C2 (stereo not drawn)	-17%	-21%	5%	17%	0	12%	-14	5%	-17%
COc1ccc(N2CCN(CC(O)COc3ccccc3[N+](=O)[O-])CC2)cc1 (stereo not drawn)	1%	0%	5%	-2%	-12	-8%	5	3%	-3%
Cn1c(=O)n(C)c2cc(S(=O)(=O)NCCOCCO)ccc21	6%	2%	2%	-5%	-6	11%	11	0%	4%

Three structures already listed, arranged by count of non-hydrogen atoms, highest first.
canonical_smiles	HT1080-NT tox	HT1080 IDH1KD tx	SW480 rereplic	GLP1R cytotox	DRD3 agonist	MCF10A rereplic	IL-1B inflam inh	KB-3-1 tox	KB-V1 cytotox
Nc1ncnc2c1ncn2[C@@H]1O[C@H](CNCc2cn(CC(=O)NC3CC3)c3ccccc23)[C@@H](O)[C@H]1O	-4%	-1%	9%[9.22 µM]	8%	-5	3%	-5	-4%	-3%
CCOc1cc(Br)cc(C2NC(=O)c3c(sc4c3CCN(C)C4)N2)c1O (stereo not drawn)	·	·	·	30%	-24	·	·	0%	?
COc1ccc2[nH]c(C(=O)NCCCN3CCCC3=O)c(C)c2c1	7%	4%	5%	0%	-4	22%	13	0%	2%

High-throughput results deposited in PubChem BioAssay by National Center for Advancing Translational Sciences (NCATS).
